# PKA-R1A act = activates the PKA-R1A holoenzyme complex | PKA-R1A dissociation, Cy5-IP20 fluorescence polarization; scaled: DMSO 0%, 113 µM cGMP 100% | P00514+P68181 | 0.083% of 340,000 active | activation, % at 11.4 µM;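 active = percent activation above the mean of all tested compounds plus 3 SD, cut at about 19% in these data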;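 note: higher means more PKAc released from R1A so a rise in polarization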
# SR-BI DiI-HDL act = SR-BI HDL lipid transfer activation. CHO ldlA[mSR-BI] cells, DiI-HDL uptake fluorescence, 3 h; 100 = double the neutral-control signal. activation, % at 12.5 µM. 0.096% of 320,000 active;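 active = mean replicate activation of at least 60% and every replicate at or above 60%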;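 note: 0% = median plate neutral-control signal and 100% = twice that signal; values of inactives mirror those of a sister screen read the other way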
#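 Material: SR-BI-overexpressing, LDLR-lacking CHO cells; schedule: compound exposure 3 h, 37 °C; reagent: DiI-labelled HDL at 10 µg/mL final; technique: bottom-read fluorescence, 550/595 nm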
# dFosB act = mouse delta FosB homodimer activation. purified delta FosB, TAMRA-CDK5 oligo fluorescence polarization; percent of positive-control signal above neutral wells. activation, % at 25 µM. 0.99% of 340,000 active;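 active = mean activation above about 17%, with every replicate also reaching it, limit read from the data, passing the limit was not always enough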;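 note: fluorescence polarization rise as delta FosB binds a TAMRA Cdk5 AP-1 oligo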
# NSD2 HMT inh = NSD2 (human) methyltransferase inhibition | NSD2 peptide methylation, AlphaScreen, 120 min | inhibition, % at 12.5 µM | 0.54% of 310,000 active; in the data active = inhibition above about 50%
# CDK5 inh = blocks human CDK5/p35 kinase activity; Recombinant CDK5/p35, ADP-Glo luminescence, 60 min; Q00535+Q15078; 0.01% of 330,000 active; inhibition, % at 10 µM;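 active = highest replicate inhibition of at least 50% and at least 75% of replicates reaching 50%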;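 note: plate controls were DMSO neutral control for no effect and GW8510 at 10 µM for full effect; many of its hits are not listed in these tables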
# Mot1-301 SUMO = inhibitors of SUMOylation pathway: yeast Mot1-301 growth rescue; S. cerevisiae Mot1-301 growth rescue, ATP luminescence, 38.5C; percent above DMSO median, 100 means doubled; growth rescue, % at 18.8 µM; 1% of 320,000 active; AID 2716;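 active = every valid replicate shows activation above 250% relative to neutral control wells; inactive = the rest, any valid replicate at or below 250%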;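 note: OY570 slx delta 5 strain wells were the positive control but not used for scaling; some compounds called inactive have numbers as strong as hits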
# SR-BI DiI inh = inhibitors of mouse SR-BI mediated HDL lipid uptake; Q61009; ldlA[mSR-BI] CHO cells, DiI-HDL uptake fluorescence, 3 h; inhibition, % at 12.5 µM; 0.96% of 320,000 active;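 active = mean replicate inhibition of at least 70% and a set share of replicates each scoring 70 or more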;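 note: 0% = median of neutral control wells and 100% = median of positive control wells; values of inactives mirror those of a sister screen read the other way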
# MITF TRPM1 HTS = increases MITF-driven TRPM1 promoter luciferase signal. SK-MEL-5 TRPM1-promoter luciferase, 24 h; % of positive control, neutral wells = 0. activation, % at 12.5 µM. 0.75% of 300,000 active;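 active = mean activation of at least 80% with every replicate also reaching 80%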;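 note: 0% = neutral control wells and 100% = parthenolide positive control wells; values of inactives mirror those of a sister screen read the other way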
# PKA-R2B act = activators of human PKA-R2B complex; P22694+P31323; PKA-R2B holoenzyme dissociation, Cy5-IP20 fluorescence polarization; R2B truncated from residue 108, S112A mutant; 0% DMSO only, 100% 113 µM cGMP; activation, % at 11.4 µM; 0.079% of 340,000 active; AID 504700;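 active = activation above a cutoff set at the mean over all compounds plus 3 SD, cut at about 18% in these data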;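 note: higher means more holoenzyme dissociation and a rise in polarization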
# DSG3 Ab inh = human desmoglein-3 autoantibody binding inhibition | DSG3-coupled beads, scFv-anti-DSG3-GFP binding, flow cytometry; active compounds read low | 0.48% of 310,000 active | binding (percent of control), % at 10 µM | P32926 | AID 588358;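 active = binding more than 3 SD below its plate's average and above zero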;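 note: hits lower antibody fragment binding to DSG3; some compounds called inactive have numbers as strong as hits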
# Arr AP2 block = human beta-arrestin and AP2 interaction inhibition; 0.31% of 340,000 active; AID 504490; inhibition, % at 10 µM; FITC-arrestin peptide / GST-AP2 beads, flow cytometry; AP2 beta2 appendage carries R879A mutation;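 active = inhibition above a set limit, near 3 SD of compounds lacking own fluorescence, cut at about 54% in these data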;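 note: plate controls were DMSO wells for no effect and 5 µM unlabelled arrestin peptide for full effect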
#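 Measured by: flow cytometry, FL1 (488/535 nm); Material: AP2 appendage R879A on GSH beads; Evaluation: percent response; Timing: pre-incubation 12 min, peptide binding 1 h, room temperature; Also added: 50 nM FITC-arrestin peptide; Medium: PBS with 0.05% Tween 20 and 0.1% BSA.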
# * marks the source's active call; other numbers are inactive results; nt = no result given; & = joins results of further samples.
no.	structure	PKA-R1A act	SR-BI DiI-HDL act	MITF TRPM1 HTS	SR-BI DiI inh	Arr AP2 block	PKA-R2B act	NSD2 HMT inh	CDK5 inh	DSG3 Ab inh	Mot1-301 SUMO	dFosB act
1	CC(=O)c1cccc(CN2CCN(CC(C)C)C(CCO)C2)c1 (stereo not drawn)	-7	27	-11	-27	16	-5	-2	-1.2	100	-21	4
2	CN(CC(=O)Nc1ccccc1Br)C(=O)CNC(=O)c1ccco1	8	14	-9	-14	-21	7	-8	-0.5	101	1	8
3	COc1ccc(C(=O)NC(C)(C)C)cc1S(=O)(=O)N1CCCC1	-9	52	nt	-52	29	-2	-1	-1.1	99	4	-1
4	N#Cc1ccc(OCC(=O)NCC2COc3ccccc3O2)cc1 (stereo not drawn)	4	0	-9	0	24	-5	-1	-0.7	104	8	3
5	O=C(CN(Cc1ccco1)C(=O)c1ccc([N+](=O)[O-])cc1)Nc1ccccc1C(F)(F)F	8	0	3	0	26	13	4	-0.6	98	-15	-14
6	COc1ccccc1CNC(=O)C(CCSC)NC(=O)c1cccc(S(=O)(=O)N2CCOCC2)c1 (stereo not drawn)	-6	15	3	-15	6	5	1	0.1	96	-3	-3
7	COC(=O)CSc1nc2ccccn2c(=O)c1C=O	-9	20	11	-20	2	3	3	0.6	98	3	2
8	CCNC(=O)CSc1nnc(-c2ccccc2)n1-c1ccc(OCC)cc1	7	nt	-6	nt	9	15	-2	0.1	97	-13	-4
9	Cc1nn(CCCC(=O)Nc2cc(Oc3ccc(F)cc3)cc([N+](=O)[O-])c2)c(C)c1[N+](=O)[O-]	-7	-38	-8	38	-4	-14	38	0.0	109	-9	-12
10	CC(C)c1ccc(NC(=O)[C@H](NC(=O)[C@@H]2Cc3ccccc3CN2)c2ccccc2)cc1	-3	-3	-1	3	-4	-6	1	2.1	109	-10	57*
11	O=c1[nH]cnc2[nH]ncc12	-2	15	-4	-2	20	9	nt	0.4	100	201&196	-2
12	COc1ccc(OC)c(NC(=O)COC(=O)CCCN=C2NS(=O)(=O)c3ccccc32)c1	2	0	3	0	8	2	-1	-1.1	119	6	-2

# Other results follow:
no.	structure	PKA-R1A act	SR-BI DiI-HDL act	MITF TRPM1 HTS	SR-BI DiI inh	Arr AP2 block	PKA-R2B act	NSD2 HMT inh	CDK5 inh	DSG3 Ab inh	Mot1-301 SUMO	dFosB act
13	COc1ccc(C2CCCN2C(=S)Nc2ccc(C)cc2Cl)cc1OC (stereo not drawn)	-5	nt	12	nt	7	-9	2	-0.4	100	3	-4
14	Cc1cc(NC(=O)COC(=O)[C@@H](NS(=O)(=O)c2ccccc2)C(C)C)no1	-14	13	-1	-13	4	-13	-2	-0.6	95	-15	2
15	Cn1c(=O)c2c(nc(N3CCCCC3)n2CCSc2nc3ccccc3s2)n(C)c1=O	-5	15	18	-15	10	5	2	3.0	109	168	-7
16	C=CCNC(=O)c1cc(-c2ccncc2)nc2c(C)cc(C)cc12	9	-14	1	14	-10	6	0	-4.4	101	2	-38
17	COc1ccc(C(=O)Nc2ccc(Nc3ccccc3)cc2)cc1OC	5	-79	3	79*	33	0	-1	0.9	112	-12	2
18	Cc1ccc(NC(=O)CSCC(=O)NC2(C)CCS(=O)(=O)C2)cc1 (stereo not drawn)	-2	16	5	-16	27	-1	0	-0.5	nt	13	-9
19	COc1ccccc1OCCNC(=O)c1cc(C2CC2)nc2c1cnn2C(C)C	2	-68	-7	68	23	0	-2	-0.4	102	25	-16
20	CSc1nsc(SCC(=O)Nc2ccccc2C(=O)O)n1	3	12	-5	-12	18	-2	-3	0.9	111	4	4
21	CCC1(c2ccc(F)cc2)NC(=O)N(CC(=O)Nc2ccc(S(N)(=O)=O)cc2)C1=O (stereo not drawn)	4	-22	-4	22	11	-2	-5	-1.6	99	45	-4
22	C[C@H](CO)N1C[C@H](C)[C@@H](CN(C)S(=O)(=O)c2ccccc2)Oc2c(NC(=O)Nc3ccc4c(c3)OCO4)cccc2C1=O	-4	2	8	-2	-2	2	nt	-0.8	104	-5	-8
23	CCOc1ccc(-c2nnc(-c3cccs3)o2)cc1OCC	0	-25	nt	25	7	10	1	0.5	94	-1	-30
24	O=C(COC(=O)/C=C/c1ccc([N+](=O)[O-])cc1)NCc1ccco1	-4	-3	11	3	-11	-2	-155	1.6	94	3	7

# A draw from above in order of molecular weight, smallest number first:
no.	structure	PKA-R1A act	SR-BI DiI-HDL act	MITF TRPM1 HTS	SR-BI DiI inh	Arr AP2 block	PKA-R2B act	NSD2 HMT inh	CDK5 inh	DSG3 Ab inh	Mot1-301 SUMO	dFosB act
16	C=CCNC(=O)c1cc(-c2ccncc2)nc2c(C)cc(C)cc12	9	-14	1	14	-10	6	0	-4.4	101	2	-38
24	O=C(COC(=O)/C=C/c1ccc([N+](=O)[O-])cc1)NCc1ccco1	-4	-3	11	3	-11	-2	-155	1.6	94	3	7
20	CSc1nsc(SCC(=O)Nc2ccccc2C(=O)O)n1	3	12	-5	-12	18	-2	-3	0.9	111	4	4
18	Cc1ccc(NC(=O)CSCC(=O)NC2(C)CCS(=O)(=O)C2)cc1 (stereo not drawn)	-2	16	5	-16	27	-1	0	-0.5	nt	13	-9
19	COc1ccccc1OCCNC(=O)c1cc(C2CC2)nc2c1cnn2C(C)C	2	-68	-7	68	23	0	-2	-0.4	102	25	-16
14	Cc1cc(NC(=O)COC(=O)[C@@H](NS(=O)(=O)c2ccccc2)C(C)C)no1	-14	13	-1	-13	4	-13	-2	-0.6	95	-15	2
21	CCC1(c2ccc(F)cc2)NC(=O)N(CC(=O)Nc2ccc(S(N)(=O)=O)cc2)C1=O (stereo not drawn)	4	-22	-4	22	11	-2	-5	-1.6	99	45	-4
15	Cn1c(=O)c2c(nc(N3CCCCC3)n2CCSc2nc3ccccc3s2)n(C)c1=O	-5	15	18	-15	10	5	2	3.0	109	168	-7
12	COc1ccc(OC)c(NC(=O)COC(=O)CCCN=C2NS(=O)(=O)c3ccccc32)c1	2	0	3	0	8	2	-1	-1.1	119	6	-2
22	C[C@H](CO)N1C[C@H](C)[C@@H](CN(C)S(=O)(=O)c2ccccc2)Oc2c(NC(=O)Nc3ccc4c(c3)OCO4)cccc2C1=O	-4	2	8	-2	-2	2	nt	-0.8	104	-5	-8

# Additional compounds follow:
no.	structure	PKA-R1A act	SR-BI DiI-HDL act	MITF TRPM1 HTS	SR-BI DiI inh	Arr AP2 block	PKA-R2B act	NSD2 HMT inh	CDK5 inh	DSG3 Ab inh	Mot1-301 SUMO	dFosB act
25	CCOC(=O)N1CC=C2C(C#N)=C(N)C(C#N)(C#N)[C@H](c3ccsc3)[C@H]2C1	2	-53	-7	53	-9	-10	-2	-1.0	97	-16	-5
26	CC1=CC2=NC(=O)/C(=C\c3cccn3CCOc3ccccc3C)C(=N)N2O1	-11	-63	22	63	-10	-1	1	-2.3	103	-5	-3
27	CSc1nc(-c2ccco2)nn1S(=O)(=O)c1ccc(C)cc1	2	19	-8	-19	-7	0	nt	-0.1	105	-1	-4
28	Cc1ccc(C(=O)N/C(=C\c2ccc(C)o2)C(=O)O)cc1	4	6	8	-6	-16	0	2	-0.8	101	-8	-3
29	COc1cccc(C2CC(c3cccc(C)c3)n3ncnc3N2)c1 (stereo not drawn)	-10	18	4	-18	-6	4	nt	-0.7	108	4	-5
30	O=C(Nc1ccccc1)OCCNC(=O)c1cccc(Cl)c1	-3	10	21	-10	10	5	-3	0.3	104	-20	-4
31	CCOc1cc(/C=N/n2c(C)nnc2C)ccc1O	-7	21	-25	-21	-2	6	-3	1.0	99	2	-5
32	O=C(c1ccco1)N1CCN(C(=O)c2cccc3c2C(=O)N(C2CCCCC2)C3)CC1	4	-17	-2	17	4	4	-3	-2.7	101	8	5
33	CCOc1cc(/C=N/NC(=O)CN2CCCCC2)ccc1OCc1cccc(Cl)c1	0	-16	2	16	-15	-2	2	-0.3	109	70	-6
34	CC1CCCN(C(=O)COC(=O)c2cc(Br)ccc2O)C1 (stereo not drawn)	6	-60	15	60	-1	-8	-5	-4.7	98	-16	-7
35	CCOC(=O)CCn1cnc2ccc([N+](=O)[O-])cc2c1=O	-14	14	9	-14	10	-11	nt	0.5	93	-1	2
36	CN(CC(=O)NCC(=O)Nc1ccc(F)c(F)c1F)C1CCS(=O)(=O)C1 (stereo not drawn)	6	48	-2	-48	4	-5	0	0.7	111	17	5

# Further compounds
no.	structure	PKA-R1A act	SR-BI DiI-HDL act	MITF TRPM1 HTS	SR-BI DiI inh	Arr AP2 block	PKA-R2B act	NSD2 HMT inh	CDK5 inh	DSG3 Ab inh	Mot1-301 SUMO	dFosB act
37	O=C(CNC(=O)c1ccccc1F)NC1CC1	-7	25	1	-25	6	5	-2	-0.7	99	90	-2
38	Cc1ccc(NS(=O)(=O)c2ccc3c(c2)NC(=O)CCS3)c(C)c1	-10	-2	-6	2	0	6	3	0.5	nt	-12	1
39	Cc1cc(OCCCCn2ccnc2)cc(C)c1Cl	13	-36	6	36	-12	-2	2	-1.6	100	21	-1
40	CCCCOP(=O)(c1ccc(N(C)C)cc1)C(O)c1ccc(OC)c(OC)c1 (stereo not drawn)	0	2	-1	-2	-1	8	0	-0.2	116	5	-1
41	O=C(Nc1nc2ccccc2n1CCN1CCOCC1)c1ccc(COc2ccccc2Br)o1	2	-44	3	44	-8	3	0	-0.5	116	6	-2
42	Cc1ccc(S(=O)(=O)N2CCN(C(=O)c3ccc(-n4cncn4)c([N+](=O)[O-])c3)CC2)cc1	4	13	4	-13	-3	-5	30	-0.2	108	-13	-7
43	Clc1cccc(-c2ccc3ncnc(NCc4cccnc4)c3c2)c1	-9	11	-3	-11	7	-2	nt	-1.1	102	-1	0
44	NS(=O)(=O)c1cccc(NC(=O)CSc2nnnn2-c2ccccc2)c1	-4	-8	5	8	23	-3	1	1.8	97	375*	-2
45	Cc1ccccc1CNC(=O)C(=O)NCCC1CCCCN1S(=O)(=O)c1cccs1 (stereo not drawn)	-4	-5	-8	5	1	3	-2	-1.1	101	9	-11
46	N#C/C(=C1\C(=O)Nc2c(Cl)cc(Cl)cc21)c1nnc2n1CCCCC2	-2	20	nt	-20	-2	3	-2	1.4	74	1	-3
47	O=C(CCl)Nc1ccccc1C(=O)c1ccccc1	1	-5	-14	5	-1	4	0	2.9	100	10	-7
48	O=C(C[C@@H]1C/C=C\CCC(=O)OC[C@H](Cc2ccccc2)NC1=O)N[C@@H](CO)Cc1ccccc1	-9	5	-2	-5	-6	-3	nt	-0.5	104	12	-4
